HDAC3 inhib – HDAC3 deacetylase inhibitors, primary screen, biochemical, fluorescence, cell-free homogeneous. recombinant HDAC3, fluorogenic peptide/trypsin coupled. AID 2718, 2010. inhibition, % at 8.3 µM. Histone deacetylase 3 (Homo sapiens), O15379. hit rate 0.15% among 320,000; in the data active means inhibition above about 26%, passing the limit was not always enough
KCNK3 block – human KCNK3 channel inhibitors, primary screen, CHO cells, FluxOR thallium flux, B-score; Potassium channel subfamily K member 3 (Homo sapiens), O14649; FluxOR fluorescence; hits give low values; B-score at 10 µM; hit rate 0.84% among 340,000; AID 602410, 2012;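 active means B-score under library mean minus 4 SD, starting fluorescence ratio at most library mean plus 5 SD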;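 further: more negative B-score means stronger inhibition of thallium flux through KCNK3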
Target sequence (O14649 whole entry, looked up): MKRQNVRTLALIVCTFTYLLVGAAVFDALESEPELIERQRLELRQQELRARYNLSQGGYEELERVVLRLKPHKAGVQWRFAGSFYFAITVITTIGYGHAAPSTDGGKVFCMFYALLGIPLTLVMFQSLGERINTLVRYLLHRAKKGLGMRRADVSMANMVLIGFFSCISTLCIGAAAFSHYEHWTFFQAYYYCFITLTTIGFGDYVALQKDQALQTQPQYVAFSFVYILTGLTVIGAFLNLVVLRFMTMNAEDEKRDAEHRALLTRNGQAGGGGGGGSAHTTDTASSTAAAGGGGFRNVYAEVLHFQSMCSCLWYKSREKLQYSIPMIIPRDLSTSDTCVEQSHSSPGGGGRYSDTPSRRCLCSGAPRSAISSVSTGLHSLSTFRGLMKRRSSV
RGS4 pot – RGS4 potentiators or activators, primary screen, cell-based, HEK293 M3R inducible RGS4, calcium flux; carbachol calcium flux Fluo4; hits give low values; B-score at 10 µM; hit rate 0.92% among 310,000; AID 463111, 2010;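 active means B-score of the integrated calcium signal more than 4 SD below the library mean, with starting fluorescence not abnormally high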;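 further: negative B-score means reduced calcium response which marks RGS4 activation or potentiation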
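Test system: HEK293 cells with stable M3R and inducible RGS4; also added: carbachol at ECmax as muscarinic agonist stimulus; schedule: dye loading 30 min 37 °C, buffer rest 30 min RT; technique: kinetic calcium fluorescence imaging with Fluo4-AM dye, 2 µM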
hERG protect – hERG rescue from dofetilide block, primary screen, cell-based, CHO-hERG, FluxOR thallium flux, dofetilide IC70; Voltage-gated inwardly rectifying potassium channel KCNH2 (Homo sapiens), Q12809; dofetilide IC70 present; activation (rescue from dofetilide block), less the hit threshold, % at 10 µM; hit rate 0.51% among 310,000; AID 1511, 2009;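 active means activation above the mean of controls blocked by dofetilide plus 5 SD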;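 further: thallium influx through hERG after potassium depolarization seen as dye fluorescence rise; in these data hits start at about 4.7%; inactives centre near -7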
KCNQ1 block – inhibitors of human KCNQ1 channel, primary screen, cell-based, thallium flux, high-throughput. Potassium voltage-gated channel subfamily KQT member 1 (Homo sapiens), P51787. B-score at 10 µM. AID 2642, 2010. CHO-K1 KCNQ1, FluxOR thallium flux fluorescence; hits give high values. hit rate 1.3% among 310,000;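 active means compounds whose thallium flux B-score, printed positive for inhibition, exceeds three library SD while starting fluorescence stays within three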;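 further: channel opened by potassium depolarization with thallium stimulus after 20 min compound exposure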
KCNQ1 pot – potentiators or activators of KCNQ1 channel, primary screen, cell-based, thallium flux, high-throughput. Potassium voltage-gated channel subfamily KQT member 1 (Homo sapiens), P51787. CHO-K1 KCNQ1, thallium flux FluxOR fluorescence; hits give high values. B-score at 10 µM. hit rate 0.35% among 310,000. AID 2648, 2010;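 active means fluorescence ratio B-score, a plate-corrected score, at least three library SD, with initial intensity B-score within 5 SD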
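Material: CHO-K1 cells stably expressing KCNQ1. Medium: assay buffer for compound exposure, DMSO matched across wells. Reagent: K+/Tl+ depolarizing stimulus. Compound dosing: single-concentration screen. Times: 37 °C overnight plating, 90-min dark dye load, 20-min compound pretreatment. Technique: FluxOR Tl+ flux fluorescence.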
KCNK9 inh – KCNK9 potassium channel inhibitors, primary screen, HEK293 cells, thallium flux. Potassium channel subfamily K member 9 (Homo sapiens), Q9NPC2. FluxOR thallium flux fluorescence; hits give low values. B-score at 10 µM. hit rate 1.2% among 310,000. AID 488922, 2010;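 active means ratio B-score over 3 SD below the library mean, with starting fluorescence within 5 SD of its mean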;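 further: negative B-score means less thallium flux so channel inhibition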
Target sequence (Q9NPC2 whole entry, looked up): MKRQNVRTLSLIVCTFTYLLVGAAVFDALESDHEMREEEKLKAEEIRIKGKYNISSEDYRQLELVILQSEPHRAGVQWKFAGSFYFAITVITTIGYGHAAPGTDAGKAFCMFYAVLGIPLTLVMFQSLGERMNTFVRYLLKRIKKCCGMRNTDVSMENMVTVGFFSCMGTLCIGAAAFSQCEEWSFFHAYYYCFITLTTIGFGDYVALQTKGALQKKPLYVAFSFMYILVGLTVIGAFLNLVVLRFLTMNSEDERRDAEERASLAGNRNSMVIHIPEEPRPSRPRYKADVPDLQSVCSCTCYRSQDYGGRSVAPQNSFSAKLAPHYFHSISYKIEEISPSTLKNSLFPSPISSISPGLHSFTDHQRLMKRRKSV
RGS4 block – RGS4 inhibitors, primary screen, cell-based, HEK293 M3R inducible RGS4, calcium flux. hit rate 0.45% among 310,000. Fluo-4 calcium flux; hits give high values; triggered by carbachol at its EC20. B-score at 10 µM;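 active means B-score, a plate-corrected calcium signal, over three deviations above library mean, with baseline fluorescence within five deviations of library mean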;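 further: RGS4 expression induced by doxycycline in cells with stable M3 receptor; B-score is computed from the integrated fluorescence ratio over baseline after carbachol; higher B-score means a larger calcium signal and so more RGS4 inhibition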
Target sequence (P49798 whole entry, looked up): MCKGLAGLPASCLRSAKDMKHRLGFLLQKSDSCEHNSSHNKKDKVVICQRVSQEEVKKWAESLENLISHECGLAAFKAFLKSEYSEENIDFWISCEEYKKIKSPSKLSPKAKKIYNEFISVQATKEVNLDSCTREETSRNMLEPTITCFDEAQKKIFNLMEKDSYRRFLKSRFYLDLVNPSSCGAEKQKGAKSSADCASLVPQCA
SKKanGAS inh – S. pyogenes SKKanGAS growth inhibitors in kanamycin, primary screen, streptokinase expression inhibitor project, SKKanGAS strain, BacTiter-Glo luminescence. inhibition, % at 7.5 µM. 6 h. hit rate 1.3% among 300,000;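 active means mean replicate score, as percent of positive control median, at least 50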;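 further: strain carries kanamycin resistance gene driven by streptokinase promoter and grows in 40 µg/ml kanamycin; loss of luminescence reflects streptokinase promoter inhibition or plain growth inhibition; 0% = median of DMSO wells and 100% = positive control at its reference dose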
ANO1 block – TMEM16A chloride channel inhibitors, primary screen, cell-based, HTS; HEK293 TMEM16A/YFP iodide influx fluorescence, ionomycin; normalized B-score (activity score, 25-100; higher = stronger inhibition) at 10 µM; hit rate 1.2% among 310,000;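 active means ratio plate-corrected score three or more library SD toward inhibition, starting fluorescence score within five deviations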;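 further: score derived from kinetic fluorescence span divided by baseline fluorescence per well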
TMEM16A act – TMEM16A chloride channel activators or potentiators, primary screen, cell-based, HTS | B-score at 10 µM | hit rate 0.3% among 340,000 | Anoctamin-1 (Mus musculus), Q8BHY3 | HEK293 TMEM16A/YFP-H148Q/I152L, iodide quench fluorescence; hits give low values | AID 623877, 2012;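 active means fluorescence-ratio B-score plate-corrected deviation score at least 3 library SD below zero, with starting fluorescence score within 5 deviations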;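 further: channel opened by trigger with iodide after compound preincubation; score built on the fluorescence ratio of max minus min over baseline; more negative score means more quench and so TMEM16A activation or potentiation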
Numbers without * were called inactive; i = inactive; . = no result given.

SMILES | HDAC3 inhib | KCNK3 block | RGS4 pot | hERG protect | KCNQ1 block | KCNQ1 pot | KCNK9 inh | RGS4 block | SKKanGAS inh | ANO1 block | TMEM16A act
CCc1cccc(NC(=O)CSC2=NS(=O)(=O)c3ccccc32)c1 | 36* | i | i | -23 | i | i | i | i | 2 | i | i
O=C(Cn1cnc2ccccc2c1=O)Nc1ccc(-c2nnc3n2CCCCC3)cc1 | 5 | i | i | -7 | i | i | i | i | 6 | i | i
Cc1cc(NC(=O)CO/N=C/c2ccc3c(c2)OCO3)ccc1Br | -58 | i | i | -5 | i | i | i | i | -7 | i | i
COc1ccc2c(c1)N1CCN=C1N2C | 0 | i | i | -6 | i | i | i | i | -4 | i | i
Cc1nn2c(-c3ccncc3)nnc2c2ccccc12 | 0 | i | i | -3 | i | i | i | i | . | i | i
CCCC(c1nnnn1Cc1ccc(F)cc1)N1CCN(C)CC1 (stereo not drawn) | -4 | i | i | -5 | i | i | i | i | 4 | i | i
C=CCOC(=O)/C(=C\c1cccc2ccccc12)NC(=O)c1ccccc1 | 5 | i | i | -6 | i | i | i | i | 7 | i | i
COc1ccc(CC(NC(C)=O)C(=O)NC2CCN(S(=O)(=O)c3ccc(NC(C)=O)cc3)CC2)c(OC)c1 (stereo not drawn) | -1 | i | i | -5 | i | i | i | i | 1 | i | i
Cc1ccc(C(=O)Oc2cc(N)n(S(=O)(=O)c3ccc(F)cc3)n2)cc1 | -2 | i | i | -4 | i | i | i | i | 0 | i | i
O=C(O)CCCNC(=O)OCc1ccccc1 | 5 | i | i | -8 | i | i | i | i | -13 | i | i
CCc1nnc(SCc2cccc(F)c2)nc1CC | 5 | i | i | -8 | i | i | i | i | 3 | i | i
CC(C)[C@H](NC(=O)OCc1ccccc1)C(=O)OCC(=O)N1CCN(c2ccccc2)CC1 | 0 | i | i | -8 | i | i | i | i | -7 | i | i
N#Cc1ccccc1OCC(=O)NCC1(N2CCCCC2)CCCCC1 | 0 | i | i | -14 | i | i | i | i | 3 | i | i
COc1ccc(NC(=O)CCCCC#Cc2ccccc2)cc1 | 5 | i | i | -6 | i | i | i | i | -11 | i | i
COc1ccc(-c2ccc(CCC(=O)O)n2CC(=O)Nc2ccccc2C)cc1 | -2 | i | i | -2 | i | i | i | i | 3 | i | i
Cc1ccc(Cn2cc(S(=O)(=O)c3ccc(Cl)cc3)c(=O)c3cc(F)ccc32)cc1 | -4 | i | i | -6 | i | i | i | i | 13 | i | i
C1CCN=C(Nc2nn[nH]n2)CC1 | 14 | i | i | -7 | i | i | i | i | -6 | i | i
CC1CC2OC(=O)C3(C)CCCC(C)(C23)C1(O)CCc1ccoc1 (stereo not drawn) | -3 | i | i | -15 | i | i | i | i | -2 | i | i
Cc1ccc(OC(C)C(=O)Nc2cc(C)on2)cc1 (stereo not drawn) | -2 | i | i | -10 | i | i | i | i | -3 | i | i
COc1ccccc1OCCn1cc(/C=N/NC(=O)c2ccncc2)c2ccccc21 | 9 | i | i | -6 | i | i | i | i | -1 | i | i
O=C(COc1ccccc1)NCC(=O)N/N=C/c1ccc(O)cc1O | . | i | i | -8 | i | i | i | i | -6 | i | i
COc1ccccc1/C=N/Nc1cc(C)nc(N2CCOCC2)n1 | -5 | i | i | -6 | i | i | i | i | -2 | i | i
Cc1ccc(-c2noc(-c3ccccc3C(=O)NCC3CCCO3)n2)cc1 (stereo not drawn) | -9 | i | i | -6 | i | i | i | i | -4 | i | i
COc1ccc(N(CC(=O)NCc2ccccc2)S(=O)(=O)c2c(C)nn(C)c2C)cc1 | 3 | i | i | -12 | i | i | i | i | -8 | i | i
COc1cccc(/C=N/NC(=O)CNC(=O)C(c2ccccc2)c2ccccc2)c1O | -1 | i | i | -2 | i | i | i | i | 30 | i | i
COc1cc(/C=N/NC(=O)CCC(=O)NC2CCCCC2)ccc1C | -2 | i | i | -3 | i | i | i | i | -4 | i | i
CCOc1ccsc1C(=O)OC | -4 | i | i | -3 | i | i | i | i | -1 | i | i
COc1cc(NC(=O)CCS(=O)(=O)c2ccc3c(c2)oc(=O)n3C)cc(OC)c1 | -3 | i | i | -7 | i | i | i | i | 3 | i | i
CCOC(=O)C1=NN(C(=O)c2ccc(C)cc2)C(O)(c2ccc(Cl)cc2)C1 (stereo not drawn) | 10 | i | -9.3* | 76* | i | 79* | i | i | 55* | 100* | i
COc1ccc(C2CC(c3ccc(F)cc3)n3nc(NS(C)(=O)=O)nc3N2)cc1 (stereo not drawn) | 11 | i | i | -4 | i | i | i | i | 10 | i | i
CCOC(=O)N1CCN(S(=O)(=O)N2CCCC(C(=O)NCCc3ccc(OCC)c(OCC)c3)C2)CC1 (stereo not drawn) | 4 | i | i | -5 | i | i | i | i | -3 | i | i
CC(C)(C)c1nn(-c2ccccc2)c2[nH]c(=O)c(CNc3ccc4c(c3)OCCO4)cc12 | 2 | i | i | -8 | i | i | i | i | 19 | i | i
Cn1nc(C(F)(F)F)c(-c2ccc(Br)cc2)c1NC(=O)c1ccco1 | 6 | i | i | -3 | i | i | i | i | 19 | i | i
COC(=O)CCCn1nc(NC(=O)COc2ccc(F)cc2)cc1C | 2 | i | i | -10 | i | i | i | i | 6 | i | i
COc1cc(/C=N/N2C(C)CCCC2C)cc(Br)c1O (stereo not drawn) | 2 | i | i | -6 | i | i | i | i | 13 | i | i
COc1ccc(N2C(=O)CCC(C(=O)NCc3ccccn3)C2c2ccc(OC)c(OC)c2)cc1 (stereo not drawn) | 3 | i | i | -8 | i | i | i | i | -1 | i | i

2 neighbouring entries out of the list so far:
SMILES | HDAC3 inhib | KCNK3 block | RGS4 pot | hERG protect | KCNQ1 block | KCNQ1 pot | KCNK9 inh | RGS4 block | SKKanGAS inh | ANO1 block | TMEM16A act
COc1cccc(/C=N/NC(=O)CNC(=O)C(c2ccccc2)c2ccccc2)c1O | -1 | i | i | -2 | i | i | i | i | 30 | i | i
COc1cc(/C=N/NC(=O)CCC(=O)NC2CCCCC2)ccc1C | -2 | i | i | -3 | i | i | i | i | -4 | i | i

Following part:
SMILES | HDAC3 inhib | KCNK3 block | RGS4 pot | hERG protect | KCNQ1 block | KCNQ1 pot | KCNK9 inh | RGS4 block | SKKanGAS inh | ANO1 block | TMEM16A act
Cc1ccc(CSCC(=O)Nc2ccccc2)cc1 | -1 | i | i | -7 | i | i | i | i | 3 | i | .
Cc1ccc(NC(=O)Cc2ccc([N+](=O)[O-])cc2)c(Br)c1 | 6 | i | i | -4 | i | i | i | i | 3 | i | i
NNC(=O)c1cccc(COc2ccccc2Br)c1 | 1 | i | i | -10 | i | i | i | i | -4 | i | i
CSc1nn(-c2ccc(C(=O)OC(C(=O)NC(N)=O)C(C)C)cc2)c(=S)s1 (stereo not drawn) | 7 | i | i | -2 | i | i | i | i | -5 | i | i
CCN1CCN(CCCN(Cc2ccco2)C(=S)Nc2cccc(Cl)c2C)CC1 | -4 | i | i | -9 | i | i | i | i | -1 | i | i
Cc1ccc(NC(=O)N2CCN(c3ccccn3)CC2)cc1 | -3 | i | i | -6 | i | i | i | i | -1 | i | i
CCN(Cc1ccccc1)C(=O)/C=C/c1ccccc1[N+](=O)[O-] | . | i | i | -8 | i | i | i | i | -2 | . | i
COc1ccccc1CCC(=O)Nc1ccc2c(c1)CN(CCCn1cccn1)CC2 | -6 | i | i | -6 | i | i | i | i | 5 | i | i
Cc1c(C)c2c(OCC(=O)NCc3ccccn3)cc3c(c2oc1=O)CCC(C)(C)O3 | -8 | i | i | -13 | i | i | i | i | -3 | i | i
CC(=O)OCCn1c2nc(=O)[nH]c(=O)c-2nc2cc(C)c(C)cc21 | 3 | i | -7.7* | -46 | 37* | i | i | i | 0 | i | i
Cc1cc2nncn2c(Cc2ccccc2)n1 | -2 | i | i | -1 | i | i | i | i | 4 | i | i
O=C(CSc1nc2ccccc2s1)CSc1nc2ccccc2s1 | 13 | i | i | -3 | i | i | i | i | 19 | i | i
CCOC(=O)C1CCN(Cc2ccc(OC)c(C)c2OC)CC1 | -1 | i | i | -5 | i | i | i | i | -6 | i | i
COc1ccc(Cl)cc1NC(=O)Cn1nnc(C(=O)NCCc2ccc(OC)c(OC)c2)c1N | 0 | i | i | -6 | i | i | i | i | 4 | i | i
Cc1cccc(N(C)S(=O)(=O)c2nnc(NC(=O)c3ccco3)s2)c1 | 8 | i | i | -6 | i | i | i | i | 8 | i | i
COc1cc(OC)cc(C(=O)N2CCN(c3ccc(N4CCOCC4)nn3)CC2)c1 | 6 | i | i | -14 | i | i | i | i | -2 | i | i
Cc1cc(C)c(C(=O)C2OC(=O)C(C)(C)C(=O)C2(C)C)c(C)c1 (stereo not drawn) | -1 | i | i | -11 | i | i | i | i | -6 | i | i
CC(=O)C1=C(c2ccccc2)NC(=O)NC1c1ccc(O)c(O)c1 (stereo not drawn) | 13 | i | i | -7 | i | i | i | i | -2 | i | i
Cc1ccc(NC(=O)c2cccc(N3C(=O)C4C5C=CC(C5)C4C3=O)c2)cc1C (stereo not drawn) | -9 | i | i | -1 | i | i | i | i | 4 | i | i
Cc1ccc(NS(=O)(=O)c2ccc(-c3cnc(C4CC4)o3)cc2)cc1 | -4 | i | i | -5 | i | i | i | i | -17 | i | i
COc1ccc(N(C(=O)CNC(=O)c2ccco2)C(C(=O)NC2CCCC2)c2ccncc2)cc1 (stereo not drawn) | -1 | i | i | -10 | i | i | i | i | 0 | i | i
CN1CCN(C(=O)c2ccccc2NC(=O)c2cccc(Cl)c2)CC1 | -3 | i | i | -7 | i | i | i | i | 0 | i | i
COc1ccc(NC(=O)/C(=C/c2cccs2)NC(=O)c2ccco2)cc1 | 0 | i | i | -8 | i | i | i | i | 3 | i | i
COC(=O)c1cc(-c2ccc(OC)c(OC)c2)on1 | 5 | i | i | -11 | i | i | i | i | 0 | i | i

Bioassay records deposited in PubChem BioAssay by several laboratories.
